Screens: PubChem BioAssay, several laboratories
TRPC6 activator = activators of mouse TRPC6 channel | Q61143 | actives 0.13% (n = 310,000) | B-score at 10 µM | AID 2550 | HEK293-TRPC6 membrane potential dye fluorescence; active compounds read high;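 active = B-score of the integrated fluorescence ratio above library mean plus 3 SD, and starting fluorescence ratio within library mean plus 5 SD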;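 note: higher score means more depolarization so channel activation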
Target sequence (Q61143 whole entry, looked up): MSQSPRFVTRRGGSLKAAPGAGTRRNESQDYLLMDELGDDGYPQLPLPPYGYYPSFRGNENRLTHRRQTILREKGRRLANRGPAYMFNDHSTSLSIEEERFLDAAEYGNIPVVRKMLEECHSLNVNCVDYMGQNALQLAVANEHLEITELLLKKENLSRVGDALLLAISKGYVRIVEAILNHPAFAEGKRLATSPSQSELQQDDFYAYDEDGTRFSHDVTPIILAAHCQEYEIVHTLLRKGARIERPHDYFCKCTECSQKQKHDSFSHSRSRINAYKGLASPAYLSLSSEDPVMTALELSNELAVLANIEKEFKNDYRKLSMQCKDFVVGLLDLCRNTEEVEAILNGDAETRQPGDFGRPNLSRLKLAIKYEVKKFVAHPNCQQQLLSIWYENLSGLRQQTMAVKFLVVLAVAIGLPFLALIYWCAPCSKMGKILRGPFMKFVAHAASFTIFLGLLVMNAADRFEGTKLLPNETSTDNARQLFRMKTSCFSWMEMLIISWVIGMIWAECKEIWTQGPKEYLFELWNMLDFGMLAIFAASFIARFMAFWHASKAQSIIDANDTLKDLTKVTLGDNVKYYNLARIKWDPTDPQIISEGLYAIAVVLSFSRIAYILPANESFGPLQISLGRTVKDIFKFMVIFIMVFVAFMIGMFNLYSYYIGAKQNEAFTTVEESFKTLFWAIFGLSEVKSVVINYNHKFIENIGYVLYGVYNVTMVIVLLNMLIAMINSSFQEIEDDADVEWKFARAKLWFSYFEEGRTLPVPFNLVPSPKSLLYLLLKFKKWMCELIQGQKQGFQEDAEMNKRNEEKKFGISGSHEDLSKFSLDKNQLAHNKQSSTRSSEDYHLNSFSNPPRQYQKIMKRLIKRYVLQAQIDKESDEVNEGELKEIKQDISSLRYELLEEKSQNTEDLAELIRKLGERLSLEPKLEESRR
TRPC6 inh = inhibitors of mouse TRPC6 channel | Q61143 | HEK293-TRPC6, membrane potential dye, ACh-evoked depolarization; active compounds read low | B-score at 10 µM | actives 1.1% (n = 310,000) | AID 2553;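 active = B-score under library mean minus 3 SD, initial fluorescence not abnormally high, positive integrated signal ratio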;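 note: B-score derived from integrated fluorescence ratio over the kinetic read; more negative B-score means stronger inhibition of depolarization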
Platelet DG rel = platelet dense granule release activity | human platelet-rich plasma, SFLLRN dense granule ATP release, luminescence | inhibition, %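 (compounds screened at 7.5 µM in platelet-rich plasma)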 | actives 0.22% (n = 300,000);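 active = mean replicate score, as percent of positive control, at or above 50; inconclusive = mean below 50 but at least one replicate at or above 50; inactive = mean and every replicate below 50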
MrgX1 antag = human MrgX1 receptor antagonism, primary screen; B-score at 10 µM; actives 1.3% (n = 310,000); AID 588676; MRGX1-HEK293 calcium flux, Fluo-4, BAM8-22 antagonism; active compounds read low;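 active = calcium-response B-score plate-corrected more than 3 library SD below zero, starting fluorescence within 5 deviations, no agonist response on first addition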;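 note: peak minus trough fluorescence over baseline after final BAM8-22 challenge near maximal dose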
MrgX1 PAM = human MrgX1 positive allosteric modulation, primary screen; Q96LB2; MrgX1-HEK293, Fluo-4 calcium flux, FDSS; active compounds read high; B-score at 10 µM; actives 0.63% (n = 310,000); AID 588675;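 active = plate-corrected calcium response at least 3 library SD above typical, normal starting fluorescence, not activating the receptor alone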;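 note: compound read alongside a low EC10 to EC30 dose of BAM8-22 agonist; peak minus trough fluorescence over baseline measured at the second addition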
RGS4 act = potentiators or activators of RGS4; actives 0.92% (n = 310,000); HEK293 M3R/inducible RGS4, carbachol calcium flux Fluo4; active compounds read low; B-score at 10 µM;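 active = B-score of the integrated calcium signal more than 4 SD below the library mean, with starting fluorescence not abnormally high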;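 note: negative B-score means reduced calcium response which marks RGS4 activation or potentiation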
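test system = HEK293 cells with stable M3R and inducible RGS4 | schedule = recording 10 s baseline at 1 Hz, 100 s post-agonist | technique = Fluo4-AM (2 µM) calcium-flux fluorescence, kinetic read | measure = Agonist-evoked peak-minus-minimum fluorescence over baseline, integrated ratio, B score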
SKKanGAS inh = blocks kanamycin growth of S. pyogenes SKKanGAS strain | actives 1.3% (n = 300,000) | BacTiter-Glo, 6 h | inhibition, % at 7.5 µM | AID 1662;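 active = mean replicate score, as percent of positive control median, at least 50; inconclusive = mean below 50 but one replicate at or above 50; inactive = mean and every replicate below 50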;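 note: strain carries kanamycin resistance gene driven by streptokinase promoter and grows in 40 µg/ml kanamycin; loss of luminescence reflects streptokinase promoter inhibition or plain growth inhibition; 0% = median of DMSO wells and 100% = positive control at its reference dose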
MrgX1 ag = human MrgX1 receptor agonism, primary screen. actives 0.44% (n = 310,000). B-score at 10 µM. Q96LB2. MrgX1-HEK293 cells, Fluo-4 calcium fluorescence, agonist mode; active compounds read high. AID 588627;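 active = calcium response B-score plate-corrected fluorescence ratio at least 3 library SD, with starting fluorescence B-score inside 5 SD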
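Assay system: MrgX1-expressing HEK293 cells / Amount: fifteen thousand cells per well / Doses: test compound in the initial addition of three / Timing: cells plated overnight, dye loaded 0.5 h 37 °C, 0.5 h room temperature / Technique: kinetic calcium dye fluorescence, Fluo-4 NW / Control set: positive and negative controls per plate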
RGS4 block = inhibitors of human RGS4 | B-score at 10 µM | HEK293 M3R/RGS4 inducible, Fluo-4 calcium flux; active compounds read high; triggered by carbachol at its EC20 | P49798 | actives 0.45% (n = 310,000);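 active = B-score, a plate-corrected calcium signal, over three deviations above library mean, with baseline fluorescence within five deviations of library mean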;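 note: RGS4 expression induced by doxycycline in cells with stable M3 receptor; B-score is computed from the integrated fluorescence ratio over baseline after carbachol; higher B-score means a larger calcium signal and so more RGS4 inhibition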
TRPC4 block = TRPC4 (mouse) channel inhibition. Q9QUQ5. HEK293 TRPC4beta/mu-opioid, DAMGO-evoked Fluo4 calcium flux; active compounds read low. B-score at 10 µM. actives 0.39% (n = 300,000). AID 2247;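 active = B-score over 3 SD under the library average, no early fluorescence shift, positive overall ratio signal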
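Assay system: HEK293 cells with stable TRPC4beta plus mu-opioid receptor expression. Dosing: single dose. Measured by: Fluo4 Ca2+ flux fluorescence. Also added: DAMGO in two steps, submaximal then maximal. Read-out: B score from integrated Fluo4 fluorescence ratio.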
HIF act = HIF pathway transcriptional activation; U2OS HRE-luciferase reporter, luminescence; normalized: DMSO 0%, desferrioxamine 100%; actives 0.32% (n = 300,000); activation, % at 7.5 µM (by protocol); AID 1910;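 active = mean activation of at least 10% of the iron chelator positive control signal, with at least half of replicates also reaching 10%; inconclusive = mean and replicate majority disagree about reaching 10%; inactive = mean and most replicates under 10%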
Active calls of the source: *; i = inactive; ? = inconclusive; . = no result given.

mol	TRPC6 activator	TRPC6 inh	Platelet DG rel	MrgX1 antag	MrgX1 PAM	RGS4 act	SKKanGAS inh	MrgX1 ag	RGS4 block	TRPC4 block	HIF act
COC(=O)c1ccc(C(=O)OC)c(NC(=O)Oc2ccccc2)c1	i	i	3	i	i	i	-12	i	i	i	0.1
S=c1[nH]nc(-c2cccnc2)n1/N=C/c1ccco1	i	i	-8	i	i	i	-11	i	i	i	-0.4
CCCCC(=O)NC1=NC(=O)C(C)(C)S1	i	i	-4	i	i	i	-2	i	i	i	-0.7
COc1ccc(S(=O)(=O)N2c3ccccc3NC(=O)CC2C)cc1 (centres undefined)	i	i	-31	i	i	i	-4	i	i	i	-0.3
CC(C)NC(=O)NC(=O)COC(=O)c1cc(S(=O)(=O)N2CCCCC2)ccc1N1CCOCC1	i	i	22	i	i	i	16	i	i	i	0.5
CS(=O)(=O)c1ccc(Cl)c(NC(=O)c2cccc(N3C(=O)CCC3=O)c2)c1	i	i	11	i	i	i	2	i	i	i	-0.1
Clc1ccc(-c2cn3c(n2)SCC3)cc1	i	i	-8	i	i	i	-11	i	i	i	1.7
CS(=O)(=O)c1ccc(Cl)c(NC(=O)CCNC(=O)c2ccco2)c1	i	i	-1	i	i	i	5	i	i	i	-0.5
Cc1noc(C)c1C(=O)N1CCCC(C(=O)c2cccc(OC(C)C)c2)C1 (centres undefined)	i	i	-2	i	i	i	-1	i	i	i	-0.3
CCCCc1ccc(NC(=O)NCc2ccccn2)cc1	i	i	-5	i	i	i	?	i	i	i	0.4
CCCC(C)C(=O)Nc1nc(C)c(-c2csc(Nc3ccc(Cl)cc3)n2)s1 (centres undefined)	i	-6*	2	i	i	i	7	i	i	i	0.7
O=C(Cc1ccccc1F)Nc1nc(-c2cccnc2)cs1	i	i	-4	i	i	i	9	i	i	i	0.4
Cc1ccc(CSc2nnc(SCC(=O)N/N=C/C=C/c3ccco3)s2)cc1	i	i	-1	i	i	i	11	i	i	i	-1.7
O=C(NCc1ccco1)c1cc2n(n1)C(C(F)(F)F)CC(c1ccc(F)cc1)N2 (centres undefined)	i	i	-7	i	i	i	2	i	i	i	0.3
O=C(CCc1nnc2ccc(NCc3ccco3)nn12)Nc1ccc(F)cc1F	i	i	4	i	i	i	21	i	i	i	-0.4
COc1ccc(OCC(=O)N(C)Cc2ccccc2)cc1	i	i	19	i	i	i	5	i	i	i	0.4
CCOc1ccc(OCCC(=O)N2CCN(S(=O)(=O)c3cccc(F)c3)CC2)cc1	i	i	0	i	i	i	-10	i	i	i	-0.7
Cc1cc(C)nc(OC(C(=O)O)C(OCCc2ccccc2)(c2ccc(F)cc2)c2ccc(F)cc2)n1 (centres undefined)	i	i	0	i	i	i	6	i	i	i	-0.7
Cc1ccc(C(=O)Nc2ccc(F)cc2)o1	i	i	8	i	i	i	-8	i	i	i	0.7
O=C(Nc1ccccc1)c1ccc(-c2ccc([N+](=O)[O-])cc2)o1	i	i	-24	i	i	i	-10	i	i	i	-24
CN1CCN(CCC2Oc3cc([N+](=O)[O-])ccc3NC2=O)CC1 (centres undefined)	i	i	-3	i	i	i	-3	i	i	i	-0.5
COc1ccc(-c2nc(CS(=O)(=O)CC(=O)Nc3cccc(C(C)=O)c3)c(C)o2)cc1	i	i	9	i	i	i	14	i	i	i	-0.2
COCCCn1c(=O)c2sccc2n(Cc2cccc(F)c2)c1=O	i	i	4	i	i	i	0	i	i	i	2.4
CCOc1cc(C(=O)Nc2ccc(N3CCOCC3)cc2)cc(Br)c1OC	i	i	0	i	i	i	-4	i	i	i	2.1
CC(=O)NCC(=O)OCC(=O)c1ccccc1	i	i	-5	i	i	i	0	i	i	i	-0.1
COc1cc(OC)cc(C(=O)N[C@H](C(=O)OCC(=O)Nc2ccc(F)c(F)c2)C(C)C)c1	i	i	19	i	i	i	5	i	i	i	0.4
COC(=O)c1c(C)oc2c1cc(NS(=O)(=O)c1ccc(C(=O)O)cc1)c1ccccc12	i	i	7	i	i	i	25	i	5.6*	i	0.0
COc1ccc(NC(=O)CS(=O)c2cccc(C(F)(F)F)c2)cc1 (centres undefined)	i	i	5	i	i	i	0	i	i	i	-0.2
COc1ccc(CCN2C(=O)C3C4C=CC(C4)C3C2=O)cc1OC (centres undefined)	i	i	13	i	i	i	3	i	i	i	0.3
COc1ccc(Cc2nnc(SCC(=O)N(C)CC(=O)Nc3ccc(C)cc3)o2)cc1	i	i	9	-4.6*	i	i	-6	i	i	i	-0.1

Given with each value named: part of the list above
> CCCCc1ccc(NC(=O)NCc2ccccn2)cc1
  TRPC6 activator: i	TRPC6 inh: i	Platelet DG rel: -5	MrgX1 antag: i	MrgX1 PAM: i	RGS4 act: i	SKKanGAS inh: ?	MrgX1 ag: i	RGS4 block: i	TRPC4 block: i	HIF act: 0.4

> CCCC(C)C(=O)Nc1nc(C)c(-c2csc(Nc3ccc(Cl)cc3)n2)s1 (centres undefined)
  TRPC6 activator: i	TRPC6 inh: -6*	Platelet DG rel: 2	MrgX1 antag: i	MrgX1 PAM: i	RGS4 act: i	SKKanGAS inh: 7	MrgX1 ag: i	RGS4 block: i	TRPC4 block: i	HIF act: 0.7

Further entries follow:
mol	TRPC6 activator	TRPC6 inh	Platelet DG rel	MrgX1 antag	MrgX1 PAM	RGS4 act	SKKanGAS inh	MrgX1 ag	RGS4 block	TRPC4 block	HIF act
COc1ccc(CCNC(=O)C2CC3Cn4c(nc5ccccc54)C3N2c2ccccc2)cc1 (centres undefined)	i	i	1	i	i	i	2	i	i	i	-0.7
Cc1noc(C)c1S(=O)(=O)N(CC(=O)NCc1ccc2c(c1)OCO2)c1ccc(C(C)C)cc1	i	i	13	i	i	-8.3*	-1	i	i	i	.
CCOC(=O)c1c(/N=C/c2cccc([N+](=O)[O-])c2O)sc(C)c1C	i	i	5	i	i	i	18	i	i	i	-0.2
CC(C)(C)c1ccc(OCC(O)CN(CCO)CC(O)Cn2ccc3ccccc32)cc1 (centres undefined)	i	i	-6	i	i	i	-16	i	i	i	0.0
Nc1n[nH]c(-c2ccc(Br)cc2)c1Cl	i	i	0	i	i	i	23	i	i	i	-0.1
Cc1nc(-c2ccccc2O)n(-c2ccccc2)n1	i	i	-25	i	i	i	5	i	i	i	-0.3
COc1cc(OC)c(C(=O)NNC(=S)NC2CCCCC2)cc1OC	i	i	-3	i	i	i	0	i	i	i	-0.5
CCCC(=O)Nc1ccc(-c2nc3cc(C)c(C)cc3o2)c(O)c1	i	i	-8	i	i	i	0	i	i	i	1.0
O=C1C(Cl)=C(NCc2cccnc2)C(=O)c2ccccc21	i	i	1	i	i	i	0	i	i	i	-11
CC(=O)c1ccc(N2CCN(CC(=O)Nc3ccccc3N3CCOCC3)CC2)cc1	i	i	1	i	i	i	-5	i	i	i	0.0
CCn1cc(C(=O)NCCCN2CCC(C)CC2)c(=O)c2cc(S(=O)(=O)N3CCCC3)ccc21	i	i	-1	i	i	i	10	i	i	i	-0.4
Nc1c(N(CCC2=CCCCC2)C(=O)c2ccc([N+](=O)[O-])o2)c(=O)[nH]c(=O)n1Cc1ccccc1	i	i	0	i	i	i	20	i	i	i	-25
CCO[C@H]1OC(C(N)=O)=C[C@@H](c2csc3ccccc23)[C@@H]1CCCO	i	i	1	i	i	i	2	i	i	i	-0.8
COc1ccc(/C=C(/C(=O)Nc2ccccc2C(=O)N2CCCC2)c2ccccc2)cc1	i	i	0	i	i	i	7	i	i	i	-0.2
CCC(C)NS(=O)(=O)c1ccc(S(=O)(=O)N2CC=C(c3ccc(F)cc3)CC2)cc1 (centres undefined)	i	i	13	i	i	i	7	i	i	i	-0.3

Just TRPC4 block and MrgX1 antag, for 4 of the compounds above:
SMILES | TRPC4 block | MrgX1 antag
O=C1C(Cl)=C(NCc2cccnc2)C(=O)c2ccccc21 | i | i
COc1ccc(/C=C(/C(=O)Nc2ccccc2C(=O)N2CCCC2)c2ccccc2)cc1 | i | i
Cc1noc(C)c1S(=O)(=O)N(CC(=O)NCc1ccc2c(c1)OCO2)c1ccc(C(C)C)cc1 | i | i
CCO[C@H]1OC(C(N)=O)=C[C@@H](c2csc3ccccc23)[C@@H]1CCCO | i | i

(cont.)
Compound	TRPC6 activator	TRPC6 inh	Platelet DG rel	MrgX1 antag	MrgX1 PAM	RGS4 act	SKKanGAS inh	MrgX1 ag	RGS4 block	TRPC4 block	HIF act
CN(C)S(=O)(=O)c1ccc(N2CCCC2)c(C(=O)OCC(=O)NC2CCCCC2)c1	i	i	-6	i	i	i	-4	i	i	i	-0.1
CC(C)c1ccc(NC(=O)CNS(=O)(=O)c2ccc(F)cc2)cc1	i	i	2	i	i	i	6	i	i	.	-0.7
Cc1[nH]c2ccccc2c1C(=O)COC(=O)Cn1cnc2ccccc21	i	i	-1	i	i	i	-5	i	i	i	0.1
COCc1cc(C)n(CC(=O)NC(C)c2ccccc2)c(=O)c1C#N (centres undefined)	i	i	-2	i	i	i	-3	i	i	i	-0.1
Cc1ccc(NC(=S)NCCCN2CCOCC2)cc1C	i	i	4	i	i	i	3	i	i	i	0.7
CCOC(=O)N1CCN(C(=O)C2CCCN(S(=O)(=O)c3ccc(F)cc3)C2)CC1 (centres undefined)	i	i	-9	i	i	i	-9	i	i	i	-0.3
Cc1ccnc(NS(=O)(=O)c2ccc(NS(=O)(=O)c3ccc([N+](=O)[O-])cc3)cc2)n1	i	i	-6	i	i	i	4	i	i	i	-28
CCCc1cc(C(=O)Nc2cc(C)nn2-c2ccccc2)no1	i	i	6	i	i	i	-8	i	i	i	-0.2
